Screening results from PubChem.
FXIa inh 1536: blocks human coagulation factor XIa protease activity; P03951; purified FXIa, Boc-Glu-Ala-Arg-AMC fluorogenic substrate; inhibition, % at 5 µM; 220,000 tested, 0.14% active;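 active = inhibition of at least 40%; inactive = inhibition below 40%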;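 note: fluorescence of freed AMC excited at 355 nm; 0% = enzyme without compound and 100% = no enzyme blank; many of its hits are not listed in these tables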
Target sequence (P03951 19-387 limits assumed): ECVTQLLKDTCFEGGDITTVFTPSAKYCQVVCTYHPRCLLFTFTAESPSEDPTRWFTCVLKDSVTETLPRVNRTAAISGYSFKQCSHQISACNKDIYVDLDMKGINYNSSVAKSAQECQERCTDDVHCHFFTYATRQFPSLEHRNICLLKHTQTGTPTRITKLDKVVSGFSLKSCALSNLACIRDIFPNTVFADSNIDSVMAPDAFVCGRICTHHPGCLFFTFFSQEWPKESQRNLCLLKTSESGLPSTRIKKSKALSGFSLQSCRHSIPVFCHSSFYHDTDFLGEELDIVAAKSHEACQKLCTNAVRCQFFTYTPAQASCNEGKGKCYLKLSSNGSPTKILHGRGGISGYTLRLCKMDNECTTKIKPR
Target sequence (P03951 388-625 limits assumed): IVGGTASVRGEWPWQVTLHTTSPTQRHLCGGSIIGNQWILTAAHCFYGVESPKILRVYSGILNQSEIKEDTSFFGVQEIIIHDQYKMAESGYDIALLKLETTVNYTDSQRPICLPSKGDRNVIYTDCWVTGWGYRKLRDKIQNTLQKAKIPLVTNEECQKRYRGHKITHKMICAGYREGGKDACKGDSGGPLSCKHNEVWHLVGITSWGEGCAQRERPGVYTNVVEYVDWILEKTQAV
PERK inhibitor: blocks human PERK kinase; Q9NZJ5; CHO PERK-DD fusion, SEAP luminescence translation reporter; inhibition, % at 5.6 µM; 220,000 tested, 0.17% active;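 active = inhibition above the mean inhibition of all tested compounds plus 3 SD, set separately per screening campaign, cut at about 2.9% in these data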;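 note: PERK kinase domain activated by AP20187 dimerizer at 100 nM; 0% = DMSO with dimerizer and 100% = rapamycin at 8.4 µM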
hK5 inh: inhibitors of human kallikrein 5; recombinant hK5, fluorogenic AMC substrate cleavage; AID 873; Q9Y337; 210,000 tested, 0.59% active; inhibition, % at 5 µM;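 active = inhibition of 40% or more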;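 note: 0% = enzyme controls without compound and 100% = no-enzyme blanks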
Target sequence (Q9Y337 67-293 limits assumed): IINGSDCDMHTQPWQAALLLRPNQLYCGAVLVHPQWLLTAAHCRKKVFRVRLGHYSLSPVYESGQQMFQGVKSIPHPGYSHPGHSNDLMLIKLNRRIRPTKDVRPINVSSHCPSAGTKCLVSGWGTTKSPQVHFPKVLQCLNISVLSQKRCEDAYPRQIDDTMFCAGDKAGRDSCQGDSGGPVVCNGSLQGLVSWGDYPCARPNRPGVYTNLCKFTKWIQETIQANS
Furin inhibitor: blocks human furin protease activity. 220,000 tested, 0.061% active. purified furin, fluorogenic substrate cleavage. inhibition, % at 30 µM. P09958. AID 463115; in the data active = inhibition above about 25%; note: inactives centre near -15
p97 ATPase inh: blocks human p97 ATPase activity; AID 1481; P55072; recombinant p97 ATPase, Kinase-Glo ATP luminescence, 3 h; inhibition, % at 8 µM; 220,000 tested, 0.42% active; in the data active = inhibition above about 15%;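 note: 0% = DMSO vehicle and 100% = wells lacking enzyme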
Cl transport mod: modulators of human KCC2 chloride dependent transport; B-score of Tl+ flux slope (higher = more flux/activation; lower = inhibition) at 10 µM; KCC2 cells, thallium flux FluoZin-2 fluorescence; 190,000 tested, 2.2% active; Q9H2X9;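 active = thallium flux slope and its plate-corrected score both differing from the plate sample mean at a set confidence after two filtering rounds, in either direction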;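 note: slope of fluorescence scaled to starting intensity during 10 to 20 s after thallium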
FXIIa inh: inhibitors of human coagulation factor XIIa. P00748. purified FXIIa, Boc-QGR-AMC fluorogenic substrate, 2 h. inhibition, % at 5 µM. 220,000 tested, 0.3% active. AID 800; in the data active = inhibition above about 40%;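 note: 0% = enzyme with no compound and 100% = blank without enzyme; many of its hits are not listed in these tables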
thrombin 1536: inhibitors of human thrombin | P00734 | inhibition, % at 5 µM | 220,000 tested, 0.26% active | alpha-thrombin, Boc-VPR-AMC fluorogenic substrate cleavage;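 active = inhibition at or above 40%; inactive = inhibition below 40%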;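 note: 0% = enzyme with no compound and 100% = wells without enzyme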
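Test system: human alpha-thrombin protein / Dosing: one concentration per compound, 5 µM, with 0.2% DMSO / Medium: pH 7.5 Tris-saline with Tween 20 / Benchmarks: no-compound enzyme wells and no-enzyme blanks / Read-out basis: percent inhibition of thrombin substrate cleavage / Timing: reaction at room temperature / Measured by: fluorescence, ex 355 nm, em 460 nm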
Wee1 degr inh: human Wee1 degradation inhibition, primary screen; P30291; HeLa Luc-Wee1K328M stability, luciferase luminescence; 100% = proteasome inhibitor MG132 effect; reporter increase, % at 5 µM; 220,000 tested, 1.2% active;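 active = activation above the mean of all tested compounds plus 3 SD, set per screening run, cut at about 8.8% in these data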;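 note: cells exposed to compound for 20 h before luminescence read; 0% = DMSO alone and 100% = MG132 at 30 µM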
Starred values were filed as active, the others as inactive; . = not tested or not shown; [ ] = another dose, or the depositor's remark.

SMILES	FXIa inh 1536	PERK inhibitor	hK5 inh	Furin inhibitor	p97 ATPase inh	Cl transport mod	FXIIa inh	thrombin 1536	Wee1 degr inh
O=C(OCc1nc2ccccc2[n+]([O-])c1C(=O)c1ccccc1)c1cccs1	6	0.6	-7	-4	6	0.48	10	-11	2
CCCc1nc2ccccc2c(C(=O)OCC(=O)NCc2ccco2)c1CC	-1	-1.9	2	-9[20 µM]	-1	-1.3	-7	-14	4
CCOC(=O)Nc1sc(C)c(C)c1C(N)=O	2	0.7	-4	-18	3	-0.09	12	-8	3
COc1ccc(CSc2nnc(C)n2N)cc1	6	-0.5	-21	-8	6	-0.095	20	2	-1
CC(C)OC(=O)CSc1nc(N)c(C#N)c(-c2ccco2)c1C#N	4	-1.8	5	0[20 µM]	5	-0.0093	4	6	4
CCCC(=O)Nc1nc2nc(-c3ccccc3)cc(-c3ccccc3)n2n1	1	-0.5	-37	-14[20 µM]	-4	-1.4	10	2	1
Cc1ccc(S(=O)(=O)N2c3ccccc3NC(=O)CC2C)cc1 (stereo unspecified)	-6	0.8	-1	-1[20 µM]	0	.	3	-5	1
Cc1cccc(NCc2nc(-c3ccccc3)no2)c1	5	1.4	-24	-26	-6	0.77	8	-4	2
CCCc1[nH]n(-c2nc3ccccc3s2)c(=O)c1C=NCC(C)C	3	-0.9	7	-26[20 µM]	3	-1.2	14	1	-1
CCN(CC)S(=O)(=O)c1ccc2c(c1)nc(CCC(=O)OCC(=O)Nc1cc(OC)cc(OC)c1)n2C	2	0.0	-15	-3	-4	-2.8	2	-7	0
CCCCCCCCNC(=O)c1cccnc1SCC(=O)Nc1ccccc1OC	3	0.0	-13	9	-8	-1.2	7	-1	0
O=C(CCn1nc(-c2ccccc2)ccc1=O)N1CCOCC1	-6	0.6	-2	-14	2	.	-7	-12	0
O=C(NCc1ccccc1)NC1(C(=O)N2CCOCC2)CCCCC1	0	-0.2	-16	-19	-1	.	16	-6	-3
CCCCN(C(=O)CSc1nncn1-c1ccccc1)c1c(N)n(Cc2ccccc2)c(=O)[nH]c1=O	16	-0.3	-25	-14	-7	0.6	19	-7	1
CCCCOC(=O)CCc1nc2ccccc2[nH]1	4	-1.4	-2	-3[20 µM]	-6	0.58	17	5	1
CCc1ccccc1NC(=O)c1ccc(CN2CCC(Cc3ccccc3)CC2)cc1	-10	-0.6	0	-24[20 µM]	-4	-0.84	16	-1	2
CCOC(=O)C1=C(c2ccccc2)OC(N)=C(C#N)C1c1ccc(Cl)s1 (stereo unspecified)	7	0.1	-8	-5[20 µM]	-4	.	11	2	-1
CCOC(=O)C1=C(C)NC(=O)N(C(C)=O)C1c1ccc(Cl)cc1 (stereo unspecified)	14	-0.6	-9	-17	0	-2	30	4	-2
CCc1noc2c1/C(=N\O)CC(c1ccccc1)C2 (stereo unspecified)	6	-0.5	-5	-25	0	-0.62	20	5	-2
CCc1n[nH]c2c1/C(=N\O)CC(c1ccccc1)C2 (stereo unspecified)	-2	1.0	0	-14	5	-2.7	13	5	-3
Cc1c(Cl)ccc2c(C(=O)NCCN3CCCCC3)cc(-c3ccccn3)nc12	8	0.0	17	-5	-5	1.1	21	8	-2
Cc1cc(C(C)(C)C)oc1C(=O)N(CC(=O)NC1CCCC1)c1c(C)cccc1C	6	0.6	-8	-6[20 µM]	-1	.	20	3	3
C/C(=N\NC(=S)NC(C)C)c1ccc2c(c1)OCCO2	1	0.1	-10	-12	-7	1.1	-1	-6	0
CCOC(=O)c1cccc(N2C(=O)c3ccccc3S2(=O)=O)c1	2	0.0	-7	-17[20 µM]	-5	-0.55	9	4	-1
CCC1CCCCN1S(=O)(=O)c1ccc(NC(=O)c2cccs2)cc1 (stereo unspecified)	10	-0.8	-7	-28[20 µM]	2	0.019	14	1	0
CCC(=NC(CC)CO)C1=C(O)CC(C)(C)CC1=O (stereo unspecified)	4	-0.6	14	-22	-2	0.96	15	-4	4
CCOC(=O)c1ccc(NS(=O)(=O)c2ccc(Cl)nc2)cc1	3	0.3	0	-18	1	-0.84	6	7	1
O=c1cc(-c2cccc(F)c2)[nH]c2ccccc12	5	0.4	-11	-17	7	0.026	15	3	0
CSc1nc2cc(Cl)ccc2s1	2	1.7	-2	-17	6	.	5	-3	-3
CC1CN(C(=O)COC(=O)c2ccc(N(C)C)cc2)CC(C)O1 (stereo unspecified)	-5	0.9	-1	-4	4	-0.42	14	-3	-2
C=CCSc1ncc(C(=O)OCC)c(N)n1	-4	0.4	-2	-11	4	0.77	5	5	4
COc1ccc(/C=C2\N=C(c3ccccc3)N(c3ccc(C(=O)O)cc3)C2=O)cc1OC	4	0.0	3	-4	1	-1.5	12	-1	0
Cc1cc(=O)[nH]c(SCc2cccc(F)c2)n1	-4	-0.7	0	-31[20 µM]	-2	.	-3	-9	3
CCC(C)Nc1nc(SC(C(C)=O)C(C)=O)nc(N(C)C)n1 (stereo unspecified)	-4	1.7	3	-17[20 µM]	2	.	-11	-1	4
CCCc1cc(=O)[nH]c(Nc2ccc(OC)c(Cl)c2)n1	3	0.0	-17	-7[20 µM]	-1	.	-5	2	2
CC1(C)CC(=O)C(N=Nc2ccc(F)cc2)=C(O)C1	-1	1.4	-1	-11	2	-0.069	4	-4	-1
O=C(Nc1ccc(C2=NCCN2)cc1)c1ccc(Cl)c(C(=O)Nc2ccc(C3=NCCN3)cc2)c1	-4	0.2	-2	-10	7	-0.31	5	-3	1
CCOC(=O)C1(CC2CCCCO2)CCN(S(=O)(=O)c2cccc(F)c2)CC1 (stereo unspecified)	8	-1.1	4	-6	-7	-0.51	11	1	1
COc1ccc(Cn2c(-c3ccc(OC)cc3)nc3c(c(=O)c4ccccc4n3C)c2=O)cc1	3	0.3	-2	-22	6	-0.9	9	-4	2
COc1ccc(C2C=C(Nc3ccccc3)C(=O)N2c2ccccc2)cc1OC (stereo unspecified)	0	-0.2	-43	-30	1	-0.036	2	-7	2
COCCCNc1nc2c([nH]1)c(=O)[nH]c(=O)n2C	-22	0.0	3	-10	-4	.	6	-1	2
CC(C)C(=O)N1c2ccccc2NC2=C(C(=O)CCC2)C1c1ccc(N(C)C)cc1 (stereo unspecified)	4	0.0	-2	9	-4	.	9	-3	2
CNC(=O)CSc1nc(SC)ns1	2	0.7	-4	-5	3	0.34	7	.	-3
COc1cccc(/C=N/NC(=O)c2ccc3nc[nH]c3c2)c1	3	0.2	-4	-9	-5	0.36	10	-4	3
Cc1cc(C)nc(NC(=O)c2c(C(=O)O)noc2C)n1	-2	1.2	2	-33	6	0.44	10	-3	-2
COC(=O)COc1ccccc1/C=C1/NC(=O)NC1=O	-4	0.1	-23	1	-1	0.73	1	-6	2
COCC(C)NS(=O)(=O)c1ccc(NC(=O)c2ccccn2)cc1 (stereo unspecified)	-2	0.3	0	-18	-4	0.073	5	7	-1
C=CCSC1=NC(=O)/C(=C/c2cccs2)S1	6	0.6	-14	-6	0	-0.54	11	-3	-4
Cc1ccc(SCCNC(=S)Nc2ccc(C)cc2C)cc1	6	1.2	10	-21	0	-0.2	0	-1	0
O=C(COc1ccc(Cl)cc1)Nc1ccc(Cc2ccncc2)cc1	22	-1.5	26	-4	-6	-3	27	20	-2

The listing continues.
SMILES	FXIa inh 1536	PERK inhibitor	hK5 inh	Furin inhibitor	p97 ATPase inh	Cl transport mod	FXIIa inh	thrombin 1536	Wee1 degr inh
CCCc1cc(=O)[nH]c(SCCN2C(=O)c3ccccc3C2=O)n1	-5	0.7	-3	-33	4	-0.67	3	-2	1
COc1ccc(NC(=O)C23CC4CC(C2)CC(c2ccccc2)(C4)C3)c(OC)c1	9	0.0	-9	-16	-1	0.4	-1	8	0
COC(=O)c1ccc(NC(=O)COc2ccccc2OC)cc1	4	-0.9	-2	-13	-3	0.023	4	-9	-3
CCCc1cc(C(=O)OC)c(NC(=O)OCC)s1	25	0.4	-28	-16[20 µM]	-2	2	17	0	-2
CCOc1ccc(-c2cc(C(=O)NN3CCN(C)CC3)c3cc(Cl)ccc3n2)cc1	-8	-0.5	-5	-4	-5	-0.0084	-8	-13	11*
Cc1ccc(NC(=S)NCCN(C2CCCCC2)C2CCCC2)cc1	1	-1.2	-10	-5	-4	0.76	1	1	-3
CCCOC(=O)c1ccc(Nc2nc(C)cc(=O)[nH]2)cc1	-1	0.2	2	-5[20 µM]	0	-0.34	14	5	3
Cc1cccc(C(=O)N[C@H](C(=O)Nc2ccc(C)c(S(=O)(=O)N(C)C)c2)C(C)C)c1	0	-0.2	3	-21	1	0.53	10	-8	2
CCOc1ccccc1CNCCNCC(C)O (stereo unspecified)	-2	0.2	3	-24	6	-0.38	5	0	-2
CC(C)(C)n1ncc2c(=O)n(CC(=O)NCc3ccccc3Cl)cnc21	23	-0.1	0	-25	3	.	28	0	0
CN1CCN(C(=O)CSc2ccc(C(F)(F)F)cc2[N+](=O)[O-])CC1	-1	0.5	4	-12	2	-0.018	7	-1	-1
CCNC(=S)N/N=C(\C)c1cccc(OC)c1	0	0.9	-6	-18	2	2.4	-3	-5	-3
CCC(=O)NCCNc1nc2cc(C)c(C)cc2cc1C#N	7	0.4	-49	-34[20 µM]	2	-0.18	15	2	-1
COc1cccc(C(=O)NNC2OC(CO)C(O)C2O)c1 (stereo unspecified)	4	0.2	0	-21	6	.	8	-2	4
O=C(O)CSc1nnc(-c2cccnc2)n1Cc1ccccc1	1	1.2	-21	-27	4	0.99	16	3	-1
CCCc1cc(-c2n[nH]c(=S)n2CC)c2ccccc2n1	5	0.2	-16	-20	0	-0.94	6	-10	-2
COc1cc2nc(SCC(N)=O)n(CCC3=CCCCC3)c(=O)c2cc1OC	-4	-0.7	0	-20	2	.	4	-6	-1
CCOc1ccccc1NC(=O)CSc1nnc(-c2ccco2)o1	9	1.2	-9	-11	6	-0.34	15	2	-1
Cc1cc(-c2n[nH]c(=S)n2/N=C/c2c[nH]c3ccccc23)n[nH]1	-1	1.2	9	-24	3	0.53	7	-6	4
CCN(CC)c1ccc(NC(=O)C2CC(=O)N(Cc3ccccc3)C2)cc1 (stereo unspecified)	-5	-0.4	-1	-17	-2	0.55	6	-9	-1
O=C1/C(=C/c2cccs2)SC(=S)N1C1CCS(=O)(=O)C1 (stereo unspecified)	1	1.2	2	-20	11	-0.22	4	-2	2
O=C(CSc1ncnc2ccccc12)Nc1cccc(S(=O)(=O)N2CCOCC2)c1	3	-0.7	15	0	-6	-2.5	20	-6	0
O=C(CN1CCCCCC1)NCC1CCCO1 (stereo unspecified)	3	-0.9	9	-8	6	0.26	9	-5	-1
Clc1ncn(CCOc2ccccc2)c1Cl	-3	0.2	0	-8	2	0.014	9	-3	1
Cc1cccc(N(CC(O)CON=C2c3ccccc3-c3ccccc32)S(C)(=O)=O)c1 (stereo unspecified)	10	-0.1	12	1[20 µM]	-1	-0.41	14	9	0

An excerpt from above with just FXIIa inh, PERK inhibitor and hK5 inh:
| structure | FXIIa inh | PERK inhibitor | hK5 inh |
| --- | --- | --- | --- |
| O=C(CN1CCCCCC1)NCC1CCCO1 (stereo unspecified) | 9 | -0.9 | 9 |
| Clc1ncn(CCOc2ccccc2)c1Cl | 9 | 0.2 | 0 |
| Cc1cccc(N(CC(O)CON=C2c3ccccc3-c3ccccc32)S(C)(=O)=O)c1 (stereo unspecified) | 14 | -0.1 | 12 |
